Bioassay records from PubChem.
Yp Topo-I inh: inhibitors of Yersinia pestis topoisomerase I. Y. pestis Topo-I cleavage product accumulation, plate reader. activity, % at 10 µM. hit rate 0.064% among 360,000; in the data active = activity above about 50%, passing the limit was not always enough; note: inactives centre near 2
BoNT-A LC inh2: inhibitors of Botulinum neurotoxin A light chain protease | inhibition, % at 10 µM | multiplex microsphere protease substrate cleavage, flow cytometry | AID 588499 | hit rate 0.17% among 360,000; note: plate controls were buffer without enzyme for full effect and enzyme alone for no effect
DUSP3 inh: inhibitors of human VHR1 phosphatase (DUSP3) | hit rate 0.52% among 290,000 | recombinant VHR phosphatase, pNPP absorbance | inhibition, % at 13.3 µM | P51452; in the data active = inhibition above about 50%; note: some compounds called inactive have numbers as strong as hits
Target sequence (P51452 whole entry, looked up): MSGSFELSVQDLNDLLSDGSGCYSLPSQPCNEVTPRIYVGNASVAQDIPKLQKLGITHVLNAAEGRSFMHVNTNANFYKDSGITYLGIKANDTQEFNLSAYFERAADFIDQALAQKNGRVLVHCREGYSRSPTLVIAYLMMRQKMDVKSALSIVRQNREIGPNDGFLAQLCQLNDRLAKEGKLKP
PriA SSB inh: blocks PriA binding to SSB C-terminal tail. AlphaScreen SSBct-PriA binding, biotinylated peptide. inhibition, % at 33 µM. hit rate 0.6% among 430,000. AID 1272365; in the data active = inhibition mostly above about 37%, no sharp cut-off; inactive = mostly below about 20%;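 note: plate controls were negative control peptide for no effect and reference peptide for full effect; strong numbers were not always called active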
CCHFV vOTU inh: CCHFV vOTU protease inhibition. inhibition, % at 11.5 µM. hit rate 0.55% among 370,000. Pep-AMC fluorescence. AID 651958; in the data active = inhibition above about 30%; note: 0% = vehicle wells with enzyme and 100% = no enzyme wells
PfHsp40 rescue: restores yeast growth despite PfHsp40 toxicity | hit rate 0.68% among 340,000 | S. cerevisiae expressing PfHsp40, growth rescue, ATP luminescence | growth rescue, % at 12.5 µM; in the data active = growth rescue above about 28%, passing the limit was not always enough;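 note: yeast W303a lacking pdr1 and pdr3 grown in galactose medium; growth measured after three days at 30 °C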
SARS 3CLpro inh: SARS-CoV 3CLpro protease inhibition; P0C6X7; recombinant SARS-CoV 3CLpro, quenched FRET peptide cleavage; inhibition, % at 6 µM; hit rate 0.14% among 290,000; in the data active = inhibition above about 12%
TcdB inh: TcdB glycohydrolase inhibition; TcdB glycohydrolase enzymatic assay, plate reader; inhibition, % at 9.99 µM; hit rate 0.24% among 350,000; AID 652162; in the data active = inhibition above about 10%
Anthrax LF inh2: blocks Bacillus anthracis lethal factor protease | hit rate 0.12% among 360,000 | inhibition, % at 10 µM | P15917 | multiplex microsphere protease cleavage assay, LF; note: plate controls were buffer without enzyme for full effect and enzyme alone for no effect
Vc quorum ag: inducers of Vibrio cholerae quorum light production without autoinducers; V. cholerae BH1578 lux reporter, luminescence, 6 h; activation, % at 18.7 µM; hit rate 0.16% among 350,000; in the data active = activation mostly above about 9.7%, no sharp cut-off; note: not every result past the cut was called active; inactives centre near 0; reference of the scale not given here
Starred values were filed as active, the others as inactive; i = inactive; . = no result given. Cut-off read from the data, not from the text of the source, unless noted: active = inhibition above about 30%; inconclusive = no clear call, values can overlap the other calls; inactive = below that. This is a subset, so the mix of outcomes need not match the whole.

molecule	CCHFV vOTU inh	Anthrax LF inh2	Vc quorum ag	PriA SSB inh	DUSP3 inh	PfHsp40 rescue	BoNT-A LC inh2	Yp Topo-I inh	SARS 3CLpro inh	TcdB inh
Cc1ccccc1S(=O)(=O)Cc1ccc(C(=O)NC2CCCCC2C)o1 (stereo unspecified)	10	-2	-4.2	3	35	-0.6	-1.9	4	-3	-0.7
COCCNC(=S)Nc1cccc2cnccc12	-1	-4	i	-2	33	0.2	-0.1	0	-2	1.2
CNc1oc(-c2ccc(Cl)cc2)nc1C#N	-172	-1	0.0	-1	-2	1.0	-0.8	-3	1	.
CC1(C(=O)Nc2ccccc2Br)CCN1C(=O)Cc1ccccc1Cl (stereo unspecified)	-2	7	-0.4	.	.	.	-0.1	11	.	-0.3
Cc1ccccc1C(=O)NC(NC(=O)c1ccccc1C)c1cccc([N+](=O)[O-])c1	-23	-1	i	2	11	-0.7	-2.4	1	-1	.
CC1Cc2ccccc2N1C(=O)c1ccnc(C(C)(C)C)c1 (stereo unspecified)	-1	-7	3.1	-11	-13	-1.1	-0.5	9	0	.
CCCN(CCC)CCCNC(=O)C1c2cc(OC)c(OC)cc2C(=O)N(C)C1c1cccnc1 (stereo unspecified)	-8	0	-0.3	-20	4	-1.4	1.1	0	-1	1.8
COc1ccc(NC(=O)/C(=C\c2ccco2)NC(=O)c2ccco2)cc1	-5	-14	i	0	8	-3.0	-5.1	-13	-4	1.9
COc1ccc(-c2nc3ccncc3[nH]2)cc1OC	4	1	.	-20	21	-1.1	-0.5	-16	-1	.
O=C(O)C(Oc1ccc2cc(-c3ccc(Cl)cc3)c(=O)oc2c1)c1ccccc1 (stereo unspecified)	-97	14	i	-10	2	2.7	-4.2	9	10	0.6
CC1CCCC(C)N1CCCNC(=O)c1ccc2c(c1)NC(=O)c1ccccc1S2 (stereo unspecified)	18	0	-0.1	4	58*	-0.9	-0.1	-10	-3	1.8
O=C(Nc1cccc(Cl)c1)c1csc(-c2ccccc2)n1	15	5	-0.3	-33	18	0.2	-3.1	1	8	.
C=CCN1C(=O)C2(OCCCO2)c2c(C)ccc(C)c21	3	-2	i	-12	5	-1.1	-1.5	0	1	3.2
CCC(C)NC(=O)C1CN(S(=O)(=O)c2ccccc2)CCN1S(=O)(=O)c1ccccc1 (stereo unspecified)	-2	0	-0.6	-6	4	1.4	-0.4	1	-2	.
Cc1c(C(=O)N2CCC(C)CC2)sc2ncnc(N(C)c3ccccc3)c12	-11	-1	-0.9	-10	-12	-1.3	0.5	17	4	.
COc1c(C)cccc1C(=O)Nc1ccc(N2CCN(C(=O)c3ccccc3C)CC2)cc1	19	-2	-0.3	-11	0	1.2	-1.1	25	7	2.1
COc1cc(OC)cc(-c2c(-c3cccs3)c3cc(-c4ccc5c(c4)OCO5)ccc3n2C)c1	13	2	2.8	-7	.	-0.7	-0.8	-9	.	0.4
CCOc1ccc(/C=N/NC(=O)CN2CCCCC2)cc1OCC	-3	-4	i	.	54*	0.0	-6.8	-12	-3	1.9
CCc1cccc(NC(=O)CCNS(=O)(=O)c2ccc3c(c2)oc(=O)n3C)c1	5	3	i	0	6	-0.9	2.0	-7	-1	0.1
COc1ccc(CCN2CC(C(=O)N(C)Cc3c(C)n[nH]c3C)CCC2=O)cc1 (stereo unspecified)	-7	-5	0.4	-14	16	-1.5	-1.6	2	-3	1.1
COCCN=C1Sc2nc3c(C)cccc3cc2CN1Cc1ccco1	0	-2	i	-11	16	-1.2	0.6	16	7	.
Cc1cc(-c2ccco2)n(CC(=O)NCc2ccco2)n1	6	-1	-0.3	-10	34	-0.4	0.0	-2	-4	0.1
CCOc1ccc(CN2CCCC(N3CCN(c4ccc(OC)cc4)CC3)C2)cc1 (stereo unspecified)	-1	7	i	3	2	-1.2	3.1	9	-5	1.0
CCCCSc1ncnc2c1ncn2C1CCCCO1 (stereo unspecified)	7	-1	1.0	3	.	-0.9	-0.4	3	.	0.2
Cc1ccc(N2CC(C(=O)Nc3ccccn3)CC2=O)cc1 (stereo unspecified)	1	1	i	-15	-9	1.6	0.9	-2	2	.
c1ccc2c(c1)[nH]c1ccncc12	-13	1	i	-38	.	0.7	0.4	-1	.	-2.3
COc1ccc(NC(=O)c2cc(C3CC3)nc3c2cnn3C(C)C)cc1OC	11	2	-0.8	15	.	2.9	0.7	17	.	0.5
O=C(COc1ccc2ccccc2c1)NNC(=O)Nc1ccccc1F	1	-2	i	-13	-9	-0.5	-0.7	12	-2	-0.8
OCC1(Cc2ccc(Cl)cc2)CCN(Cc2ccccc2F)CC1	-3	-1	i	6	8	2.0	-0.4	15	-1	.
Cc1nnc(SCC(=O)Nc2c(C)n(C)n(-c3ccccc3)c2=O)n1Cc1ccccc1	9	-3	i	-8	27	-0.7	-0.2	-1	-3	-1.3

Part of the list above with just SARS 3CLpro inh, Yp Topo-I inh and BoNT-A LC inh2:
| compound | SARS 3CLpro inh | Yp Topo-I inh | BoNT-A LC inh2 |
| --- | --- | --- | --- |
| Cc1c(C(=O)N2CCC(C)CC2)sc2ncnc(N(C)c3ccccc3)c12 | 4 | 17 | 0.5 |
| Cc1cc(-c2ccco2)n(CC(=O)NCc2ccco2)n1 | -4 | -2 | 0.0 |
| CCCN(CCC)CCCNC(=O)C1c2cc(OC)c(OC)cc2C(=O)N(C)C1c1cccnc1 (stereo unspecified) | -1 | 0 | 1.1 |
| CCC(C)NC(=O)C1CN(S(=O)(=O)c2ccccc2)CCN1S(=O)(=O)c1ccccc1 (stereo unspecified) | -2 | 1 | -0.4 |

The listing picks up, starting 4 compounds before the break.
molecule	CCHFV vOTU inh	Anthrax LF inh2	Vc quorum ag	PriA SSB inh	DUSP3 inh	PfHsp40 rescue	BoNT-A LC inh2	Yp Topo-I inh	SARS 3CLpro inh	TcdB inh
COc1ccc(NC(=O)c2cc(C3CC3)nc3c2cnn3C(C)C)cc1OC	11	2	-0.8	15	.	2.9	0.7	17	.	0.5
O=C(COc1ccc2ccccc2c1)NNC(=O)Nc1ccccc1F	1	-2	i	-13	-9	-0.5	-0.7	12	-2	-0.8
OCC1(Cc2ccc(Cl)cc2)CCN(Cc2ccccc2F)CC1	-3	-1	i	6	8	2.0	-0.4	15	-1	.
Cc1nnc(SCC(=O)Nc2c(C)n(C)n(-c3ccccc3)c2=O)n1Cc1ccccc1	9	-3	i	-8	27	-0.7	-0.2	-1	-3	-1.3
Cc1cnc(C(=O)OCC(=O)N(Cc2ccccc2)C(C)C)cn1	0	-1	0.0	-10	6	-1.7	-1.6	-2	-4	-0.2
O=C(CCC(=O)Nc1cccc([N+](=O)[O-])c1)NCc1ccccc1	6	0	i	-5	-6	-0.3	0.8	0	1	0.6
COc1cccc2cc(C(=O)Nc3ccccc3C)/c(=N/O)oc12	4	-2	i	.	-2	0.8	-3.3	4	-6	0.7
CCN1C(=O)C(CC(=O)Nc2ccc(F)cc2)N(CCCN2CCN(c3ccc(F)cc3)CC2)C1=S (stereo unspecified)	-5	-5	-0.2	17	4	-0.3	-0.1	-11	-1	0.7
Cc1ccc2c(c1)N(CC(=O)NC1CCCCC1)C(=O)c1cccnc1O2	3	-4	-0.4	14	2	-0.9	-1.4	11	5	-7.9
O=C(N[C@@H]1C/C=C\C[C@H](CC(=O)N(CCO)Cc2ccccc2)C(=O)N[C@@H](Cc2ccccc2)COC1=O)OCC1c2ccccc2-c2ccccc21	12	-12	i	8	.	-0.4	0.5	29	.	-0.2
COc1ccc(CNC(=O)c2ccccc2C(=O)O)cc1	15	1	-0.3	-15	5	1.1	0.4	-8	-4	.
Cc1cc(/C=C\c2ccc3cc(N(C)C)ccc3[n+]2C)c(C)n1-c1ccccc1	.	-107	-5.8	.	.	4.5	16	7	.	.
Cc1ccc(C(CC(=O)O)NC(=O)CN2C(=O)c3ccccc3C2=O)cc1 (stereo unspecified)	5	1	-0.3	-6	20	-0.6	-0.1	1	-4	1.3
COc1ccc(C(=O)NC(C(=O)NCc2ccccn2)C(C)C)cc1 (stereo unspecified)	-4	5	i	-3	7	-2.3	1.8	8	-5	.
CCCCCCSc1nc(O)c(C2OC(=O)c3c2ccc(OC)c3OC)c(=O)n1-c1ccccc1 (stereo unspecified)	-5	-2	.	0	6	2.2	-0.4	17	3	0.6
O=C(COc1ccc(Cl)cc1)N(Cc1ccccc1)c1ccccn1	6	2	8.0	-37	32	1.0	0.6	7	2	.
CSc1ncc(Cl)c(C(=O)O)n1	-7	0	-0.8	-6	13	0.8	0.4	-5	3	.
O=C(OCc1ccccc1)N1CCC2CC1c1cc(N3CCN(S(=O)(=O)c4cccc5ccccc45)CC3)ccc12 (stereo unspecified)	12	-7	.	.	.	.	-0.4	.	.	1.3
CCOc1ccccc1NC=C1C(=O)OC(C)(C)OC1=O	17	1	i	-10	44	-0.3	-0.7	-2	-3	.
O=C(NC1CC1)c1cccc(Nc2ccc(-c3ccc4c(c3)OCCO4)nn2)c1	0	-3	-0.5	-9	-12	-0.9	4.4	3	2	.
COCCCN1CC(=O)N2C(c3cccc(OC)c3)c3[nH]c4ccccc4c3C[C@H]2C1=O (stereo partly specified)	1	-12	i	2	-13	-1.2	-0.8	-2	-6	0.3
COc1cccc(-n2c(=S)sc3c(=O)n(-c4ccccc4C)c(SCC(=O)O)nc32)c1	8	-9	i	-5	18	-2.0	0.4	-1	1	0.1
CCOC(=O)C1(Cc2ccccc2C(F)(F)F)CCN(Cc2ccc(COC)o2)CC1	16	-1	-0.2	-8	17	-1.7	-0.5	44	3	-1.3
COc1ccc(C(C(=O)NC2CCCC2)N(C(=O)c2csnn2)C2CC2)cc1 (stereo unspecified)	-1	2	-0.6	-10	22	0.3	-2.8	12	1	-0.8
CCCCOc1ccc(C(=O)NCC(=O)NCC(c2ccco2)N2CCCCC2)cc1 (stereo unspecified)	10	2	i	-10	.	-0.3	-1.6	11	.	1.4
COc1ccc(-c2cc3ccccc3n2CC(O)CN2CCOCC2)cc1 (stereo unspecified)	13	0	i	2	17	-1.2	0.4	-1	1	.
